GluA2 TARP mod: GluA2-stargazin AMPA receptor complex modulation | HEK293 GluA2+stargazin, membrane potential dye (FDSS), glutamate EC50; hits were called plate by plate, in both directions | calls only at 30 µM | 3.5% of 40,000 active;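 active means any of four per-well response measures lying three or more SD from its plate-wide compound average, in either direction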
Target sequence (O88602 whole entry, looked up): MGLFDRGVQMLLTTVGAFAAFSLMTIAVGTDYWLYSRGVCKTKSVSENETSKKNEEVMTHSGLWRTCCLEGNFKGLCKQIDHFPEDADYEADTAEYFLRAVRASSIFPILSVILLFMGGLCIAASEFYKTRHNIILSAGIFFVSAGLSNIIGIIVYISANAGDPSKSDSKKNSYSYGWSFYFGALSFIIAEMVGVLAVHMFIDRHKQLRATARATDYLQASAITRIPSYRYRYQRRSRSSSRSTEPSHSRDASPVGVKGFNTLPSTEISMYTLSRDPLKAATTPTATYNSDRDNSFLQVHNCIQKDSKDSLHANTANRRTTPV
Target sequence (P19491 whole entry, looked up): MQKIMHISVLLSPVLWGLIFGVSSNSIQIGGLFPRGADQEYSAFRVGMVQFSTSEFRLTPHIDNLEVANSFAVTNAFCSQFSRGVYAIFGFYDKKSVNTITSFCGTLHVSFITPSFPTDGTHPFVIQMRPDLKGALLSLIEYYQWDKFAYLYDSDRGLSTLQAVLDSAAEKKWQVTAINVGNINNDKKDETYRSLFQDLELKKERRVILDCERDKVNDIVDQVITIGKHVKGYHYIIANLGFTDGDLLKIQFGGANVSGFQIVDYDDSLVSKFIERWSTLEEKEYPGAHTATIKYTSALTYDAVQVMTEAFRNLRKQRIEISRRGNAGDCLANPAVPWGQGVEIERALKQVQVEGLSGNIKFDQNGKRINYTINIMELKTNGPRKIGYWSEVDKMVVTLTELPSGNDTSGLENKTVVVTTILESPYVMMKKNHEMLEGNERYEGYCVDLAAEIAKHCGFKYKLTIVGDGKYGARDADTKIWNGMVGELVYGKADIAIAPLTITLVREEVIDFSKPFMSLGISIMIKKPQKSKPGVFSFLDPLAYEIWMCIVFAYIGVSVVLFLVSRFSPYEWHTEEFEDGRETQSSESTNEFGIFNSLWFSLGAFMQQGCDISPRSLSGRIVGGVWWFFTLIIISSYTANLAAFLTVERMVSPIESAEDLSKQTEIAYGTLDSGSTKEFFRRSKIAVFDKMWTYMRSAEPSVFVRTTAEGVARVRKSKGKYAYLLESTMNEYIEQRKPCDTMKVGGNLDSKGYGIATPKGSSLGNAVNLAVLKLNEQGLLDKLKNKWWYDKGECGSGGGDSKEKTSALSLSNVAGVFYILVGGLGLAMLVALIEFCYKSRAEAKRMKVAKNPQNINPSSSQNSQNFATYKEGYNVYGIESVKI
GluA2 TARP mod agonism max-min: second read-out of GluA2 TARP mod, no call of its own (marks repeat the call); compound max-min signal; compound-alone response (agonism);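 unitless range of fluorescence divided by baseline over first 100 seconds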
GluA2 TARP mod glutamate slope: second read-out of GluA2 TARP mod, no call of its own (marks repeat the call); glutamate slope, % of max; measured here: glutamate response slope, % max;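 scaled per plate between vehicle wells and maximal 1 mM glutamate control wells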
* hit, by the source's call; i = inactive; + = active, no number; & = joins results of further samples.

Values run as follows: GluA2 TARP mod	GluA2 TARP mod agonism max-min	GluA2 TARP mod glutamate slope
COc1ccc(C)c2sc(NC(=O)CCCS(=O)(=O)c3ccc(C)cc3)nc12
    i	0.07	58
COc1cccc(N2CC(c3nc4ccccc4n3Cc3ccc(C)cc3)CC2=O)c1 (centres undefined)
    i	0.1	67
O=C(COc1coc(CN2CCc3ccccc3C2)cc1=O)NCC1CCCO1 (centres undefined)
    i	0.052	33
Nc1ccc(C23CC4CC(CC(C4)C2)C3)cc1
    i	0.066&0.059	59&57
COc1cccc(N2CC(C(=O)NCCc3csc(-c4ccc(F)cc4)n3)CC2=O)c1 (centres undefined)
    i	0.076	66
Cc1cc(C)n(-c2ccc(N3CCCC(C(=O)Nc4cc5ccccc5oc4=O)C3)nn2)n1 (centres undefined)
    i	0.089	66
CCN1C(=O)C(C)(C)COc2cc(NC(=O)c3ccccn3)ccc21
    i	0.095	55
CC(C)NC(=O)c1ccc(-c2c(Cl)cccc2Cl)o1
    i	0.071	63
CCCC(=O)N1CC(C)C(=O)Nc2ccccc21 (centres undefined)
    i	0.12	57
Cc1cc(F)ccc1S(=O)(=O)Nc1cc(-c2ccccc2)nn1C1CCS(=O)(=O)C1 (centres undefined)
    i	0.13	58
CC(=O)c1cccc(NC(=O)c2ccc(=O)n(Cc3cccc([N+](=O)[O-])c3)c2)c1
    +	0.13*	64*
Cc1cc(C(=O)NC2CCCCC2N2C(=O)CSC2=O)c(C)o1 (centres undefined)
    i	0.14	69
CCOc1ccc2nc(N(Cc3ccccc3)C(=O)c3ccno3)sc2c1
    i	0.086	40
CCc1nnc(NC(=O)CSc2c(COC)cnc3c2c(=O)n(C)c(=O)n3C)s1
    i	0.072	49
CCc1ccc(NCc2cc3cc4c(cc3n(CC(=O)Nc3cccc(OC)c3)c2=O)OCCO4)cc1
    i	0.1	52
CC(C)(C)NC(=O)C(=O)NCC1(c2cccs2)CCOCC1
    i	0.12	46
Cc1ccc(CNC(=O)c2ccc3nn(CC(=O)Nc4ccc(C(F)(F)F)cc4)c(=O)n3c2)cc1
    i	0.087&0.03	36&96
COc1cc(NC(=O)c2cccs2)ccc1NC(=O)c1ccccc1Cl
    i	0.075	26
COc1ccc(N2CC(NC(=O)c3ccccc3OC)CC2=O)cc1OC (centres undefined)
    i	0.098	76
O=C(NCc1n[nH]c(=O)c2ccccc12)c1cc(-c2ccccc2)n[nH]1
    i	0.078	47
CCOC(=O)Cn1c(=O)c2c(nc3n(-c4ccccc4)c(C)cn23)n(C)c1=O
    i	0.12	69
O=C(Nc1c2c(nn1-c1cccc(Cl)c1)CS(=O)(=O)C2)C(=O)N1CCOCC1
    i	0.067	92
Cc1ccc(OCC(O)Cn2c(NCCCO)nc3c2c(=O)n(C)c(=O)n3C)cc1C (centres undefined)
    i	0.078	66
O=C(NCC(O)(c1ccco1)C1CC1)c1ccc2c(c1)OCO2 (centres undefined)
    i	0.13	56
COc1cc(CSc2c(C)cnc3c2c(=O)n(C)c(=O)n3C)cc(OC)c1
    i	0.023	54
CCc1ccc(C(=O)NCCCN2CCOC(c3ccccc3)C2)cc1 (centres undefined)
    i	0.094	42
Cc1cc(NC(=O)C(=O)NCc2cccs2)ccc1N1CCCC1=O
    i	0.049	46
COc1ccc(OC)c(-c2ccc(SCc3ccccc3F)nn2)c1
    i	0.051	69
CCOc1cc(C(=O)NCc2ccsc2)cc(OCC)c1OCC
    i	0.11	36
Cc1oc2cc(OCc3ccc(Cl)cc3)ccc2c(=O)c1Oc1ccccc1
    i	0.11	68

Full records, quoted from the list:
Record of `Cc1ccc(OCC(O)Cn2c(NCCCO)nc3c2c(=O)n(C)c(=O)n3C)cc1C` (centres undefined) → GluA2 TARP mod: i; GluA2 TARP mod agonism max-min: 0.078; GluA2 TARP mod glutamate slope: 66
Record of `O=C(Nc1c2c(nn1-c1cccc(Cl)c1)CS(=O)(=O)C2)C(=O)N1CCOCC1` → GluA2 TARP mod: i; GluA2 TARP mod agonism max-min: 0.067; GluA2 TARP mod glutamate slope: 92
Record of `O=C(NCc1n[nH]c(=O)c2ccccc12)c1cc(-c2ccccc2)n[nH]1` → GluA2 TARP mod: i; GluA2 TARP mod agonism max-min: 0.078; GluA2 TARP mod glutamate slope: 47

Next structures:
Values run as follows: GluA2 TARP mod	GluA2 TARP mod agonism max-min	GluA2 TARP mod glutamate slope
COc1ccc(CCNC(=O)c2csc(NS(=O)(=O)c3ccccc3)n2)cc1OC
    i	0.085	57
Cc1ccc(N2CC(C(=O)Nc3ccc4c(c3)C(=O)N3CCCCC3CCO4)CC2=O)cc1 (centres undefined)
    i	0.093	69
CCOc1ccc(NC(=O)N2CCC(Cn3ccnc3C)CC2)cc1
    i	0.09	57
CC(=O)Nc1ccc(NC(=O)CC2NCCNC2=O)cc1 (centres undefined)
    i	0.085	61
O=C(NCC1CCN(C(=O)COc2ccccc2)CC1)Nc1ccc2c(c1)OCO2
    i	0.1	59
Cc1nc(N2CCN(C(=O)Nc3ccc(F)cc3F)CC2)cc(-n2cccn2)n1
    i	0.081	58
O=C(CSC1=NC2(CCCCC2)Nc2ccccc21)Nc1ccccc1
    i	0.088	55
CCOC(=O)CCC(=O)Nc1ccc2c(c1)CN(C(=O)c1ccco1)CC2
    i	0.08	58
Cc1cccc(S(=O)(=O)NCCNc2ccc(Nc3ccncc3)nn2)c1
    i	0.23	49
COc1ccc(N2CCCS2(=O)=O)cc1NC(=O)C(=O)NCCCO
    i	0.088	55
Cc1cccc(N2CC(O)(c3cccs3)[N+]3=C2CCCC3)c1C (centres undefined)
    i	0.049	68
O=C(Nc1ccc2scnc2c1)C1CCN(S(=O)(=O)c2ccc(Cl)s2)CC1
    i	0.071	64
COC(=O)c1sccc1S(=O)(=O)NCC1CCN(c2ccccn2)CC1
    i	0.076	65
CCS(=O)(=O)NCC1CCN(C(=O)COc2ccccc2)CC1
    i	0.083	64
COCCCNC(=O)C(=O)Nc1c2c(nn1C(C)(C)C)CSC2
    i	0.041	55
COc1ccc(NC(=O)NCc2nnnn2-c2ccc(C)c(C)c2)cc1OC
    i	0.094	58
COc1ccc(NC(=O)NCC2CCN(Cc3ccccc3SC)CC2)cc1OC
    i	0.058	53
CC/C(O)=C(/C#N)c1nnc2n1CCCCC2
    i	0.066	43
CCOCCn1c(N2CCN(CC(=O)OC)CC2)nc2c1c(=O)[nH]c(=O)n2C
    i	0.061	0
COc1ccc(OC)c(S(=O)(=O)Nc2ccc3c(c2)N(C(=O)c2cccs2)CC3)c1
    i	0.07	42
O=C(Cn1ccc2ccccc21)N1CCC(Cn2cnc3ccccc32)CC1
    i	0.14	74
COc1ccc(S(=O)(=O)Nc2nc(CCC(=O)Nc3ccc(OC)cc3OC)cs2)cc1
    i	0.11	60
COCCN(CCOC)C(=O)C(=O)c1cn(CC(=O)N2CCOCC2)c2ccccc12
    i	0.056	50
CCc1ccccc1NC(=O)NCCNc1ccc(C)nn1
    i	0.062	47
O=C(c1ccc2ncsc2c1)N(CCN1CCOCC1)c1nc2ccc(F)cc2s1
    i	0.081	61
COc1cc(NC(=O)c2cc(Br)ccc2Cl)ccc1N1CCCC1=O
    i	0.1	49
CN(C)C(CNC(=O)Nc1ccc(Cl)cc1)c1cccs1 (centres undefined)
    i	0.056	45
COc1ccc(NC(=O)c2ccc(S(=O)(=O)c3ccc(C)c(C)c3)nc2)cc1OC
    i	0.11	37
Cc1ccccc1N1C(=O)CC(c2cn(Cc3ccccc3)c3ccccc23)C1=O (centres undefined)
    +	0.042*	60*
CCn1ccnc1N1CCN(C(=O)C(C)(C)Oc2ccc(Cl)cc2)CC1
    i	0.04	63
Cc1cccc(Cn2c(NCc3ccco3)nc3c2c(=O)[nH]c(=O)n3C)c1
    i	0.11	57
Cc1ccc(NC(=O)CCc2csc(NC(=O)c3ccccc3)n2)cc1F
    i	0.13	56
COc1ccc(-c2csc(-c3nnn(-c4cccc(Cl)c4)c3N)n2)cc1OC
    i	0.13&0.087	38&84
COCCNC(=O)Cn1nc2c(c1NC(=O)c1ccc([N+](=O)[O-])o1)CSC2
    i	0.088	63
Cc1cccc(Cn2c(=O)c3c(nc4oc(-c5ccc(F)cc5)cn43)n(C)c2=O)c1
    i	0.11	40
CCOCCCNC(=O)c1c(N)n(-c2ccc3c(c2)OCO3)c2nc3ccccc3nc12
    i	0.095	70
O=C(Cn1nc(-c2ccco2)ccc1=O)NCc1ccc(F)cc1
    i	0.028	44
CCCn1nc(-c2ccccc2)ccc1=O
    i	0.082	110
Cc1cc(S(=O)(=O)N2C(C)CCCC2C)ccc1Cl (centres undefined)
    i	0.088	55
CCCN1C(=O)NC2(CCN(C(=O)c3ccc(OCC)c(OCC)c3)CC2)C1=O
    i	0.052	27
O=C(Cc1ccc(Cl)cc1)NCCN1CCN(c2ccccc2F)CC1
    i	0.13	66
Cc1cc(C)c(N2CCN(S(=O)(=O)N(C)C)CC2)c(C)c1
    i	0.046	58
COc1cc(N=CC2=C(O)CC(C)(C)CC2=O)c(OC)cc1Cl
    i	0.11	62
Oc1ccc(Cl)cc1-c1cc(-c2ccccc2F)[nH]n1
    i	0.062	48
CCOc1ccc(C(=O)N2CCN(c3ncnc4c3nnn4-c3cccc(F)c3)CC2)cc1
    i	0.066	65
CC(=O)Nc1ccc(OCC(O)CN2CCN(Cc3ccccc3)CC2)cc1 (centres undefined)
    i	0.087	57
CC(C)N1CCc2c(sc(NC(=O)C3CCCCC3)c2-c2nc3ccccc3s2)C1
    i	0.16	55
Cc1onc(-c2ccccc2Cl)c1C(=O)N1CCN(c2nccn2C)CC1
    i	0.067	67
Cc1ccc(N2CC(C(=O)NC3=NCCS3)CC2=O)cc1C (centres undefined)
    i	0.068	2
Cc1ccccc1CNC1CCN(c2ccc(C(=O)Nc3ccccc3)cn2)C1 (centres undefined)
    i	0.045	34
Cc1cc(C)cc(-n2nnc(C(=O)NCCc3ccccc3)c2N)c1
    i	0.092	58
Cn1cc(C(=O)N2CCCCCC2)cc(NC(=O)c2c(F)cccc2F)c1=O
    i	0.085	61
CCOC(=O)N1CCN(C(=O)c2cc3c(ccc4ccccc43)oc2=O)CC1
    i	0.092	44
CC(=O)Nc1cccc(NC(=O)c2cnc3c(c(C)nn3-c3ccccc3)c2Cl)c1
    i	0.031	33
O=C(COc1ccc(Cl)cc1Cl)NCC1CCN(C(=O)/C=C/c2ccco2)CC1
    i	0.048	36
O=C(Nc1ccc(Cl)cn1)C(=O)NC1CCCCC1
    i	0.13	52
O=C(O)c1ccc(OCCOc2ccccc2)cc1
    i	0.032	40
CC(C)(C)NC(=O)N1CCC(CNC(=O)C(=O)Nc2ccccc2Cl)CC1
    i	0.055	59
CCC(CO)NC(=O)C(=O)Nc1ccc(N(C)C)cc1 (centres undefined)
    i	0.13	69
Cc1cccc(C)c1N1CCN(S(=O)(=O)c2ccc(I)cc2)CC1
    i	0.073	70

(next part)
Values run as follows: GluA2 TARP mod	GluA2 TARP mod agonism max-min	GluA2 TARP mod glutamate slope
CC(C)(C)c1cc(O)c2oc(=O)c(S(=O)(=O)c3ccc(Br)cc3)cc2c1
    i	0.081	56
O=S(=O)(c1cc(-c2nc3ccccc3s2)ccc1Cl)N1CCCC1
    i	0.06	72
O=C(CC1C(=O)NCCN1C(=S)NC(=O)c1ccccc1Cl)OCC1CCCO1 (centres undefined)
    i	0.093	46
Cc1nc2c(ccc3nc(NC(=O)CCCS(=O)(=O)c4ccc(Cl)cc4)sc32)s1
    i	0.15	51
O=C(NC(=S)Nc1ccc(N2CCN(Cc3ccccc3Cl)CC2)cc1)c1ccco1
    i	0.071	32
CCc1ccc(S(=O)(=O)NCCCn2nc(-c3ccccc3)ccc2=O)s1
    i	0.063	76
O=S(=O)(c1cccnc1)N1CCN(c2ccc3nncn3n2)CC1
    i	0.11	41
COc1ccc(-c2nc(NC(=O)CS(=O)(=O)c3ccc(OC)cc3)sc2C)cc1
    i	0.056	35
CC(C)CNC(=O)Cn1cnc2c1c(=O)[nH]c(=O)n2C
    i	0.12	67
COc1ccc(OC)c2sc(N(CCN3CCOCC3)C(=O)C3CCCCC3)nc12
    i	0.18	31
CCc1nc(C(N)=O)c2[nH]c(=O)n(-c3ccc(OC)cc3OC)c2n1
    i	0.049	52
CCn1nnc2c(N3CCN(CC(=O)Nc4ccc(Cl)cc4)CC3)ncnc21
    i	0.055	40
Cc1ccc(S(=O)(=O)N(CC(O)CNCCC(=O)O)c2ccc(F)cc2)cc1 (centres undefined)
    i	0.11	54
CCCn1c(=N)sc2cc(CC)ccc21
    i	0.047	31
COC(=O)c1c(NC(=O)CC2NCCNC2=O)sc(C)c1C (centres undefined)
    +	0.094*	56*

Four entries out of the list above, sorted by the value under GluA2 TARP mod glutamate slope, high to low:
Values run as follows: GluA2 TARP mod	GluA2 TARP mod agonism max-min	GluA2 TARP mod glutamate slope
CC(C)CNC(=O)Cn1cnc2c1c(=O)[nH]c(=O)n2C
    i	0.12	67
Cc1ccc(S(=O)(=O)N(CC(O)CNCCC(=O)O)c2ccc(F)cc2)cc1 (centres undefined)
    i	0.11	54
CCn1nnc2c(N3CCN(CC(=O)Nc4ccc(Cl)cc4)CC3)ncnc21
    i	0.055	40
CCCn1c(=N)sc2cc(CC)ccc21
    i	0.047	31

The list goes on:
Values run as follows: GluA2 TARP mod	GluA2 TARP mod agonism max-min	GluA2 TARP mod glutamate slope
COc1ccc(S(=O)(=O)Nc2nc(C(=O)Nc3ccc4c(c3)OCO4)cs2)cc1
    i	0.082	44
CC(C)(C)C(=O)NC(=S)Nc1ncccn1
    i	0.036	56
Cc1nccn1CCNC(=O)C(=O)Nc1ccc2c(c1)OCO2
    i	0.15	54
CCOc1ccc(CC(=O)Nc2nc(-c3nc4ccccc4s3)cs2)cc1
    i	0.1	63

Not all compounds are listed; rates above refer to the full screens.
